Compound activity as filed in PubChem BioAssay.
GSTO1 counter = counter-screen for RBBP9 inhibitors: inhibitors of human GSTO1; recombinant GSTO1, activity-based probe fluorescence polarization; inhibition, % at 5.96 µM; hit rate 1.1% among 300,000; AID 1974;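 active = inhibition above the campaign mean inhibition plus 3 SD, cut at about 35% in these data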;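 note: 0% = GSTO1-1 with DMSO and 100% = wells lacking GSTO1-1 enzyme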
Target sequence (P78417 whole entry, looked up): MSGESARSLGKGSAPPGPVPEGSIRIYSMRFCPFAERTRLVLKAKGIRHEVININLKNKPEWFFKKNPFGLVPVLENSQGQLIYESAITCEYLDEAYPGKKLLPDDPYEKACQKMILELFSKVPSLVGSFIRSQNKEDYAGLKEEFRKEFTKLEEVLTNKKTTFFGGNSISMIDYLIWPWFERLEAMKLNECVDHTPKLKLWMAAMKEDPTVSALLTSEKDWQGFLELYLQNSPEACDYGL
LYPLA1 inh = blocks human lysophospholipase 1, a PME1 counter-screen | O75608 | recombinant LYPLA1, FP-Rh probe fluorescence polarization | inhibition, % at 5.9 µM | hit rate 0.16% among 320,000 | AID 2174;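 active = inhibition above the mean of all tested compounds plus 3 SD, set per campaign, cut at about 14% in these data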;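 note: inhibitors block serine hydrolase probe labeling of LYPLA1 so polarization falls; 0% = enzyme with DMSO and 100% = wells lacking LYPLA1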
Target sequence (O75608 whole entry, looked up): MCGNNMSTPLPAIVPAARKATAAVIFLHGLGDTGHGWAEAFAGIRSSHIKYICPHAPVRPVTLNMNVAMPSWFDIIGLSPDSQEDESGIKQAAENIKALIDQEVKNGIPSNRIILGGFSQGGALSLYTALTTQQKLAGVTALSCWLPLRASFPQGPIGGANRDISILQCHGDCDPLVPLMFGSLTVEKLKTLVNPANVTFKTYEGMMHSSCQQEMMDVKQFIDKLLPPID
EBNA-1 inh = blocks EBNA-1 binding to DNA; EBNA-1 DNA binding, fluorescence polarization; hit rate 0.34% among 300,000; inhibition, % at 14.8 µM; in the data active = inhibition above about 28%
PAD4 FP inh = PAD4 (human) enzyme inhibition; Q9UM07; recombinant PAD4, RCA probe fluorescence polarization; inhibition, % at 6.36 µM; hit rate 0.41% among 330,000;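 active = percent inhibition above a cutoff equal to the mean of all tested compounds plus 3 SD, cut at about 15% in these data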;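 note: 0% = PAD4 with RCA probe and DMSO and 100% = probe without PAD4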
ZTA DNA inh = counter-screen for EBNA-1 inhibitors: inhibitors of Epstein-Barr virus ZTA. hit rate 0.15% among 320,000. P03206. AID 2234. ZTA-DNA binding, fluorescence polarization. inhibition, % at 11 µM; in the data active = inhibition above about 33%
PAFAH1B3 inh = inhibitors of human PAFAH1B3; inhibition, % at 3.39 µM; recombinant PAFAH1B3, FP-rhodamine probe, fluorescence polarization; AID 492972; Q15102; hit rate 0.28% among 340,000;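 active = inhibition above the screen-wide average of all tested compounds plus 3 SD, cut at about 25% in these data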;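 note: 0% = enzyme with DMSO only and 100% = wells lacking PAFAH1B3 protein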
Target sequence (Q15102 whole entry, looked up): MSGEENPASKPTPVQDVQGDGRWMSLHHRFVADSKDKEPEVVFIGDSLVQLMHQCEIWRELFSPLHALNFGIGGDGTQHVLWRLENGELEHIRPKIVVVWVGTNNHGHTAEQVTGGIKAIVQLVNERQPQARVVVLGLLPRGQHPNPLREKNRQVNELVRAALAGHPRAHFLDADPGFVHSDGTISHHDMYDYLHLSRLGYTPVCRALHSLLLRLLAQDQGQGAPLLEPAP
LYPLA2 counter = counter-screen for PME1 inhibitors: inhibitors of human LYPLA2 | inhibition, % at 5.9 µM | AID 2177 | recombinant LYPLA2, FP-Rh probe fluorescence polarization | O95372 | hit rate 0.38% among 320,000;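 active = inhibition above the screen-wide mean plus 3 SD, limit set per campaign, cut at about 26% in these data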;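 note: 0% = LYPLA2 with DMSO and 100% = wells lacking LYPLA2 enzyme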
Target sequence (O95372 whole entry, looked up): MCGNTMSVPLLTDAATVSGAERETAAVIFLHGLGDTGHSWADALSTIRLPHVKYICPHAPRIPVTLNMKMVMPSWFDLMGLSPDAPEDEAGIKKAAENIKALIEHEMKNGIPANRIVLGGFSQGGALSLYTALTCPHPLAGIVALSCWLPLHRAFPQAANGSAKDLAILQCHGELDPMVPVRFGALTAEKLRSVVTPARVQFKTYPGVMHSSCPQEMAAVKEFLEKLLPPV
PREPL inhibitor = human PREPL enzyme inhibition | AID 2751 | Q4J6C6 | inhibition, % at 5.96 µM | recombinant PREPL, fluorescence polarization activity-based probe | hit rate 0.68% among 320,000; in the data active = inhibition above about 43%;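 note: 0% = enzyme with DMSO and 100% = wells lacking enzyme; many of its hits are not listed in these tables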
PAFAH2 FP inh = inhibitors of human PAFAH2 | inhibition, % at 3.39 µM | Q99487 | recombinant PAFAH2, FP-rhodamine activity probe, fluorescence polarization | hit rate 0.99% among 340,000;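 active = inhibition above the mean over all tested compounds plus 3 SD, cut at about 30% in these data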;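 note: inhibitors block probe labeling of enzyme so polarization drops; 0% = enzyme with DMSO and 100% = wells lacking PAFAH2 protein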
* = called active by the depositor; / = no result given.

SMILES	GSTO1 counter	LYPLA1 inh	EBNA-1 inh	PAD4 FP inh	ZTA DNA inh	PAFAH1B3 inh	LYPLA2 counter	PREPL inhibitor	PAFAH2 FP inh
CCOc1ccc(NC2c3ccccc3C(=O)N2c2ccc(Cl)cn2)cc1 (stereo not drawn)	3.5	1.9	-5.5	2.6	-11.6	4.4	3.4	-4.1	16.9
O=C(CCN1C(=O)/C(=C/c2ccc(F)cc2)SC1=S)NC1C=CS(=O)(=O)C1 (stereo not drawn)	17.4	6.7	10.1	3.5	0.1	8.8	9.8	16.7	-6.1
Cc1ccc(C)c(NC(=O)CSc2n[nH]c(-c3ccncc3)n2)c1	5.2	-3.7	-11.3	1.3	-18.9	4.8	0.3	3.0	1.7
C/C(=N\Nc1ncc(Br)cn1)c1cccc([N+](=O)[O-])c1	-6.8	-0.7	5.8	-5.2	-3.6	8.9	-2.5	-5.9	-1.1
COc1cc(CC(=O)OCC(=O)N2C(C)CCCC2C)cc(OC)c1OC (stereo not drawn)	3.9	-5.0	-7.0	-4.9	-12.9	-2.3	-3.8	24.3	-3.0
O=C(NCCC1=CCCCC1)C(=O)NCc1ccncc1	4.1	0.3	7.4	1.3	15.6	5.8	-2.2	-5.7	-1.9
CCCOc1ccc(-c2nn(-c3ccccc3)cc2/C=C2\SC(N)=NC2=O)cc1	-1.1	-0.7	9.2	-4.8	0.5	-2.3	-2.9	-5.2	-9.2
COCCN(C(=O)COC(=O)c1cccs1)c1c(N)n(Cc2ccccc2)c(=O)[nH]c1=O	3.6	1.2	4.3	-0.2	9.2	8.6	-1.5	-2.1	4.2
Nc1ccccc1C(=O)NCC1(c2ccccc2)CCCC1	5.2	-2.3	-13.0	0.8	-5.5	8.7	-5.2	-7.8	4.5
COCCN1C=C2C(=O)C(C)(OC(=O)C3CCCC3)C(=O)C(c3ccccc3)=C2C=C1CCCC(=O)OC (stereo not drawn)	45.4*	-3.0	9.1	-6.5	-1.1	4.4	-4.4	3.9	3.1
CC(C)(/C=N/O)N(O)C=C1C=CC(=O)C=C1	2.1	4.3	2.1	-2.0	6.3	-0.5	-5.3	-3.5	-0.6
O=C(NNc1ccc(Cl)cc1)c1cccs1	2.8	-0.6	-9.8	0.4	-17.2	2.2	7.6	4.8	5.2
CC(=O)Nc1cccc(C(=O)Nc2cccc3ncccc23)c1	-3.5	1.1	0.8	-1.8	-8.9	-1.4	4.1	5.2	-5.8
COc1cc2c(cc1OC)C1=C(C#N)CN(C3CCCCC3)CN1CC2	5.3	3.0	0.9	2.3	-8.4	6.0	7.2	0.4	-0.7
CN(CC(=O)Nc1ccc(F)cc1)CC(=O)N1CCCCCC1	/	-3.5	/	1.4	-5.6	1.9	3.1	4.4	6.1
Cc1cc(C)cc(N(CC(=O)NC2CCCC2)C(=O)CCC(=O)Nc2nccs2)c1	-4.8	2.2	-5.1	-9.6	6.8	0.5	4.5	-6.5	4.6
N#Cc1ccccc1COC(=O)CCCC1=NS(=O)(=O)c2ccccc2N1	-3.1	0.3	-10.8	2.9	-9.6	8.7	-1.1	0.4	0.1
O=C1c2ccccc2C(=O)N1CC#CCN1CCN(C(c2ccccc2)c2ccccc2)CC1	3.1	-2.2	3.5	0.9	12.0	7.0	5.5	1.1	0.1
S=C(NCCc1ccccc1)NN=C1CCCCCC1	14.7	-3.8	0.1	0.5	-5.2	5.6	-1.3	-1.6	0.2
O=c1c2[nH]c3ccccc3c2ncn1CCN1CCOCC1	-0.9	4.5	-4.3	-3.4	8.6	3.6	10.2	8.4	-7.7
COc1ccccc1N1CCN(C(=O)c2n[nH]c3ccccc23)CC1	8.1	3.9	-3.2	1.6	-14.2	-3.5	6.3	13.3	-5.7
CC(CC12CC3CC(CC(C3)C1)C2)NCc1ccccc1O (stereo not drawn)	6.4	2.1	-1.2	3.8	-0.3	11.9	-13.3	-1.4	13.9
Cc1ccc(C2=NN(CC(=O)O)C(=O)CC2)cc1	-0.6	4.3	-0.8	2.4	3.9	-5.8	0.2	0.6	-1.7
CCCCSc1nc(O)cc(=O)n1CC	2.8	0.8	-6.2	-8.0	13.4	5.9	-6.6	13.5	8.1
C=CCNc1oc(-c2cccc3ccccc23)nc1C#N	-3.5	2.6	-4.1	4.9	-12.9	12.5	-1.2	10.8	0.2
CC(C)c1ccc(N(C(=O)CNC(=O)c2ccco2)C(C(=O)NC2CCCC2)c2ccncc2)cc1 (stereo not drawn)	11.4	0.6	-3.1	-0.8	-15.2	-9.5	5.5	1.6	-7.8
COc1cc([N+](=O)[O-])cc(/C=N/N(CCC#N)C(C)=O)c1O	2.5	-0.7	-0.8	1.1	-3.3	-1.3	0.1	8.1	3.9
Cc1ccc(N2CC(C(=O)NCCS(=O)(=O)N3CCN(c4ccccc4)CC3)CC2=O)cc1C (stereo not drawn)	-0.4	3.8	2.6	0.7	-5.3	8.6	5.6	-5.0	0.9
CC(=O)c1ccc(OCc2cc(C(=O)N(C)CCN3CCOCC3)no2)cc1	-1.2	0.8	10.2	3.6	-8.6	5.7	0.6	23.7	0.1
COc1ccc(C2c3[nH]c4ccccc4c3CCN2CCCn2cccn2)c(F)c1 (stereo not drawn)	-4.1	-1.5	-17.6	4.1	-8.1	3.7	-1.3	13.8	3.1
CCOC(=O)Cn1c(=O)oc2cc(S(=O)(=O)N3CCN(C(=O)OCC)CC3)ccc21	2.6	-2.4	-24.3	-2.9	-10.3	8.7	6.9	10.8	4.2
Cc1onc(-c2c(F)cccc2Cl)c1C(=O)NCCO	-3.4	1.4	-6.0	-1.8	4.3	5.3	-1.9	-6.1	6.0
CCn1c(=O)c2cc(C(=O)NCc3cccs3)sc2c2ccccc21	0.3	-1.4	13.4	-0.1	9.5	-2.5	3.1	-5.4	8.7
COc1ccc(C(=O)NCCn2cc(SCC(=O)NCC3CCCO3)c3ccccc32)cc1OC (stereo not drawn)	-2.0	-2.7	0.6	2.4	5.4	1.3	-9.5	6.4	-3.5
CC(C)NCC(=O)C12CC3CC(CC(C3)C1)C2	7.1	-1.3	3.6	-6.0	19.9	8.1	1.1	2.4	5.8
CN(Cc1ccccc1)C(=O)COC(=O)c1ccccc1Nc1ccccc1	0.9	-3.2	-5.4	-0.2	1.7	3.0	0.3	-1.5	-2.3
Cc1ccc(N2CCN(C(=O)CNS(=O)(=O)c3ccc(Br)s3)CC2C)cc1 (stereo not drawn)	-1.8	0.8	-1.3	-5.1	-5.0	5.1	2.0	-14.7	35.9*
CCOC(=O)C(NC(=O)CC)(Nc1ccc(S(=O)(=O)Nc2cc(C)on2)cc1)C(F)(F)F (stereo not drawn)	0.2	-0.6	-14.2	-1.0	-1.9	-0.9	-4.7	13.4	-0.1
COc1ccc(NC(=O)N2c3ccc(OC)cc3C(C)=CC2(C)C)cc1	23.6	3.4	-7.3	4.7	-21.8	1.5	4.6	14.0	16.7
CC(NC(=O)C1CCCN1S(=O)(=O)c1cccc2nsnc12)c1ccccc1 (stereo not drawn)	-0.6	-3.8	-16.9	-1.3	-8.7	6.5	-3.5	-2.9	2.8
CNC(=O)C12CCC(C)(c3nc4cc(C)c(C)cc4nc31)C2(C)C (stereo not drawn)	1.8	0.7	-0.1	1.6	-6.9	10.2	0.4	8.9	3.4
Cc1ccc(C2N(c3ccccc3)C(=S)N3CCCN23)cc1 (stereo not drawn)	-3.5	-2.1	-1.9	0.0	-8.8	3.6	5.7	13.3	-3.8
COC(C/C=C\C(=O)[C@@H](C)OCc1ccccc1)OC	4.1	0.4	-2.6	-6.7	0.3	/	-0.7	-4.6	/
CN1c2ccccc2C(C)(C)C12C=Nc1c(ccc3ccccc13)O2 (stereo not drawn)	90.3*	-5.0	-0.9	-1.0	-3.2	13.3	-2.6	8.5	0.1
COc1ccccc1NC(=O)c1sc2nc(-c3ccco3)ccc2c1N	-0.9	-10.4	-7.0	-7.7	4.4	1.2	-5.8	7.7	14.9
CC1COc2ccccc2N1C(=O)c1ccc(Cl)cc1 (stereo not drawn)	2.5	-3.7	1.6	-1.4	3.3	7.9	-4.6	2.0	1.4
COC(=O)C1ON2OC(C(=O)OC)C(C(=O)OC)C2C1CC(C)=O (stereo not drawn)	7.1	0.6	3.9	4.1	9.5	5.7	1.4	0.0	9.9
Cc1ccc(CN2CCNC(=O)C2CC(=O)O)o1 (stereo not drawn)	-2.8	-3.9	-4.4	4.2	-0.3	-2.4	-1.9	2.4	-5.3
N#CC(C#N)=C1C=CC=CN1/C(=C\c1ccco1)C(=O)c1ccc(-c2ccccc2)cc1	2.6	-1.5	1.5	-5.6	9.4	6.6	-0.1	15.9	1.4
Cc1ccc(S(=O)(=O)N2CCC(C(=O)NNC(=O)c3ccncc3)CC2)cc1	8.2	-1.8	2.8	-1.1	7.0	0.3	-3.6	0.4	0.5

Further records follow:
SMILES	GSTO1 counter	LYPLA1 inh	EBNA-1 inh	PAD4 FP inh	ZTA DNA inh	PAFAH1B3 inh	LYPLA2 counter	PREPL inhibitor	PAFAH2 FP inh
N/N=C1\CCCc2c1[nH]c1ccc([N+](=O)[O-])cc21	2.6	-3.8	6.7	-3.2	-0.1	/	3.1	-4.9	/
Cc1nc2ccc(NC(=O)c3cc(Cl)ccn3)cc2s1	6.3	-4.9	-9.2	2.2	-18.1	-3.2	-2.0	13.3	-2.5
CCNC(=S)NNC(=O)C1CCN(Cc2ccccc2)CC1	2.7	-0.9	11.9	3.4	-6.8	5.9	7.3	0.6	-2.6
O=C(COc1ccc(Cl)cc1)OCC(=O)N1CCCCCC1	3.2	2.7	-9.3	2.0	1.7	-3.3	12.3	9.8	-0.7
C=CCn1c(SCc2ccccc2)nc2c1c(=O)[nH]c(=O)n2C	-0.5	1.0	-7.0	8.7	-1.0	6.4	8.1	-1.4	0.0
Cc1ccc(N(C)C(=O)CCNC(=O)Cn2cnc3ccccc3c2=O)cc1C	6.0	-3.9	-19.0	-3.0	-9.7	2.2	-5.6	-10.2	1.4
CC(C)(C)OC(=O)N1CCC(C(=O)N[C@H](C(=O)O)c2ccccc2)(c2ccccc2)CC1	1.3	1.8	-0.3	2.5	-0.4	-0.9	3.8	11.2	-5.4
Cc1cc(C)n(CCc2nc(-c3cc4ccccc4o3)cs2)n1	7.0	0.6	-10.7	4.5	-24.2	6.7	6.7	4.6	-3.6
COC(=O)c1sccc1NC(=S)N1CCCCC1C (stereo not drawn)	-4.7	-1.1	10.4	-1.1	-1.7	2.1	2.1	11.9	-6.3
CCCCNc1c(-c2ccc(-c3ccc(OC)cc3)c(OC)c2)nc2ccccn12	/	/	/	0.3	/	5.2	/	26.9	6.2
CCCn1c(NC(=O)C2COc3ccccc3O2)nc2ccccc21 (stereo not drawn)	14.7	6.6	0.1	-0.5	-32.6	4.7	10.1	13.2	-7.3
COc1ccc2c(c1OC)C(=O)N1c3cccc(Cl)c3C(=O)OC21 (stereo not drawn)	-1.3	0.5	4.1	-6.8	-9.8	7.4	-2.0	0.2	8.0

One compound at a time, as listed above. Order of values: GSTO1 counter | LYPLA1 inh | EBNA-1 inh | PAD4 FP inh | ZTA DNA inh | PAFAH1B3 inh | LYPLA2 counter | PREPL inhibitor | PAFAH2 FP inh
CC(C)(C)OC(=O)N1CCC(C(=O)N[C@H](C(=O)O)c2ccccc2)(c2ccccc2)CC1 in the list: 1.3 | 1.8 | -0.3 | 2.5 | -0.4 | -0.9 | 3.8 | 11.2 | -5.4
O=C(COc1ccc(Cl)cc1)OCC(=O)N1CCCCCC1 in the list: 3.2 | 2.7 | -9.3 | 2.0 | 1.7 | -3.3 | 12.3 | 9.8 | -0.7
CCCn1c(NC(=O)C2COc3ccccc3O2)nc2ccccc21 (stereo not drawn) in the list: 14.7 | 6.6 | 0.1 | -0.5 | -32.6 | 4.7 | 10.1 | 13.2 | -7.3

The list is partial; count on the stated rates, not on these rows.
